# Screens (PubChem BioAssay)
# MC4R barr agon – activates human MC4R beta-arrestin recruitment | U2OS MC4R beta-arrestin complementation, luminescence; percent of melanotan II response, DMSO zero | actives 0.98% (n = 360,000) | activation, % at 8.9 µM | AID 540308 | P32245;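 active = activation above a per-plate cutoff, the mean activation of sample wells on that plate plus 3 SD, cut at about 8% in these data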
# HTR2A ag – agonists of mouse serotonin 5-HT2A receptor (HTR2A); activation, % at 7.6 µM; actives 0.66% (n = 360,000); CHO-K1 mHTR2A beta-arrestin complementation, luminescence; percent of 30 µM serotonin response;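 active = activation above a run cutoff, the mean activation of all tested compounds plus 3 SD, cut at about 14% in these data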;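 also: 0% = plate median of compound wells and 100% = 30 µM serotonin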
# Vif inh – inhibitors of HIV Vif. actives 0.35% (n = 340,000). inhibition, % at 7.49 µM. AID 602346. HEK293T cells, Vif self-association by quenched fluorescence, imaging, 24 h; in the data active = inhibition above about 50%, passing the limit was not always enough; inconclusive = no clear call, values can overlap the other calls; inactive = below about 31%; also: some results filed as inactive read as strong as hits
# aDG glyco act – increases alpha dystroglycan glycosylation | Pro5-aDG cells, alpha-DG glycosylation AlphaScreen (IIH6); 0% Pro5, 100% B10-LARGE cell signal | activation, % at 10 µM | actives 0.22% (n = 360,000) | AID 624168;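 active = activation of at least 8% versus controls, or a plate z-score of at least 8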;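 also: Pro5 are CHO cells carrying HIG-tagged alpha-DG that lacks glycosylation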
# PDI turbidity – inhibitors of human protein disulfide isomerase; actives 0.052% (n = 350,000); P07237; PDI insulin aggregation turbidity, A650, 90 min; inhibition, % at 10 µM;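 active = mean inhibition across replicates of 30% or more, whatever share of single replicates reach that level; inconclusive = mean inhibition below 30% while every single replicate reaches 30%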;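 also: absorbance from insulin aggregation driven by PDI reduction with DTT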
# CaV13 ICDI inh – Primary screen for inhibitors of IQ motif and Ca2+-dependent inactivation inhibitor domain binding in CACNA1D, Förster resonance energy transfer in living cells, …. HEK cells, CFP/YFP FRET ICDI-IQ, plate reader, 10 min; percent FRET-ratio fall versus neutral wells. inhibition, % at 12.3 µM. actives 0.098% (n = 340,000). AID 743397;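 active = mean replicate inhibition of at least 30% and at least 1% of replicates passing that level; inconclusive = only one of the two criteria is met; inactive = neither criterion is met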;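 also: 0% = median of the neutral control wells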
# Cardio protect – modulators protecting cardiomyocytes from myocardial damage; H9c2 cardiomyocytes, H2O2 injury protection, ATPLite, 2 h; protection from H2O2 cell death, % at 20 µM; actives 0.63% (n = 360,000);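 active = compounds giving at least 50% protection of heart cells from peroxide-induced death in the single-dose screen, raw or plate-pattern-corrected value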;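 also: 0% = DMSO wells with peroxide and 100% = DMSO wells without peroxide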
# ABCB6 inh 2 – human ABCB6 transporter inhibition; K562-ABCB6 porphyrin accumulation, flow cytometry, 1 h; active compounds read low; actives 0.19% (n = 360,000); fluorescence ratio to DMSO, % at 10 µM; Q9NP58;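 active = fluorescence ratio to DMSO below 75%, the collection mean minus 3 SD; inconclusive = too few cells collected in the well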;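 also: signal is porphyrin accumulated inside mitochondria; 100% equals median channel fluorescence of DMSO control wells; lower ratio means ABCB6 inhibition with less porphyrin fluorescence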
# Target sequence (Q9NP58 whole entry, looked up): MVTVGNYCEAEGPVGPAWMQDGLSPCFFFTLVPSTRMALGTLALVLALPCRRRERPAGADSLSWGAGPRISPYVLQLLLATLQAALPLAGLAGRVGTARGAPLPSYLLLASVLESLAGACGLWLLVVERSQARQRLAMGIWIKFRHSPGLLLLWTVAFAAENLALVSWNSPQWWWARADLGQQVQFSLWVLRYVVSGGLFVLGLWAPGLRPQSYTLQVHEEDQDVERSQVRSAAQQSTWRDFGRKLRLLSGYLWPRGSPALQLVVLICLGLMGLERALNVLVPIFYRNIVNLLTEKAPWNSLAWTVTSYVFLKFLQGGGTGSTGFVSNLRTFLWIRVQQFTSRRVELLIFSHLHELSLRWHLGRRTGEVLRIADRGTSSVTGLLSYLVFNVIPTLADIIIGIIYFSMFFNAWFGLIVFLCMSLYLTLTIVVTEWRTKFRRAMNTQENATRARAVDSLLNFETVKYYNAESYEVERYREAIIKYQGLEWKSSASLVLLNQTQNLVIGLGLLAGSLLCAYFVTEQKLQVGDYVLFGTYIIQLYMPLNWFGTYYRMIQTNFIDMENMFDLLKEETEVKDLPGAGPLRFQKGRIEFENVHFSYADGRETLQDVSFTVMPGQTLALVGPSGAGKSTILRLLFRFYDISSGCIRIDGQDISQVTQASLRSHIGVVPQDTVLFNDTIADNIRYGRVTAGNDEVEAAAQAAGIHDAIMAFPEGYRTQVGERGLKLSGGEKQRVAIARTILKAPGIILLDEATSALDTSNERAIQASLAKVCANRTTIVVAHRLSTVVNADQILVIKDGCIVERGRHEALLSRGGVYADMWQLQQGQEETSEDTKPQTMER
# MC4R antagonist – human MC4R antagonism in cAMP assay; inhibition, % at 6.5 µM; AID 540295; P32245; actives 0.48% (n = 360,000); MC4R-expressing cells, MTII-stimulated cAMP, LANCE TR-FRET;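 active = inhibition above its plate's cutoff, the mean of tested wells on that plate plus 3 SD, cut at about 29% in these data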;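 also: 0% = Melanotan II alone and 100% = Melanotan II plus saturating MCL0020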
#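 Assay system: U2OS-MC4R stable cell line; Also added: Melanotan II; Technique: Eu-cAMP/anti-cAMP TR-FRET, emission 671 nm; Times: 30-min compound, 1-h challenge, 1-h detection, room temperature.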
# N-glyco inh – N-linked glycosylation inhibition; reporter increase, % at 12.5 µM; D54 ERlucT glycosylation luciferase reporter, 24 h; percent of 100 nM tunicamycin response; actives 0.23% (n = 360,000); AID 588692;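 active = mean luciferase reporter signal, scaled so untreated is 0 and the glycosylation-blocking control 100, at or above a set limit in every replicate; inconclusive = mean reaches the limit but not every replicate does; inactive = mean below the limit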;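 also: luciferase carries N-glycosylation sites so blocking glycosylation raises the light; 0% = median of neutral control wells and 100% = median of 100 nM tunicamycin wells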
# * marks the source's active call; other numbers are inactive results; ? = inconclusive; nt = not tested or not shown.
SMILES,MC4R barr agon,HTR2A ag,Vif inh,aDG glyco act,PDI turbidity,CaV13 ICDI inh,Cardio protect,ABCB6 inh 2,MC4R antagonist,N-glyco inh
Cc1ccc(CN2CCSc3ccc(C(=O)NCc4cccnc4)cc32)cc1,-3.3,-11,0,0.4,9,-6,-1,101,0,0
Nn1cnnc1SCC(=O)Nc1ccc(C2CCCCC2)cc1,0.0,3,2,-0.1,-10,nt,-2,107,8,1
COc1cc(/C=C/C(=O)OCC(=O)N(C)CC(=O)Nc2ccc(F)cc2)ccc1OC(F)F,3.2,-6,1,-0.2,-9,-7,6,92,1,-1
Cc1ccccc1-n1c(C)cc(/C=C2/C(=N)N3C(c4ccccc4)=CSC3=NC2=O)c1C,-1.9,-3,-10,-0.3,-10,-6,0,103,-6,-7
Cc1ccc(CSc2nnc(-c3ccc(S(=O)(=O)N4CCCC4)cc3)o2)cc1,-2.5,0,1,-0.2,7,-5,-9,75,1,-2
Cc1sc2ncn(CC(=O)N3CCN(c4ccc(F)cc4)CC3)c(=O)c2c1S(=O)(=O)N1CCOCC1,0.5,-2,-6,-0.1,11,-7,3,77,-2,2
Cc1cccc(NS(=O)(=O)c2cn(C)c(=O)n(C)c2=O)c1C,-1.5,-3,4,0.1,nt,-7,4,94,4,0
CCOC(=O)c1[nH]c(C)c(CN(CCc2ccc(OC)c(OC)c2)C(=O)CCCC(=O)O)c1C,-0.8,-4,3,-0.5,6,-1,1,92,2,0
CCn1ncc(Br)c1C(=O)Nc1ccccc1C(=O)OC,0.1,2,-9,-0.2,-2,-6,1,100,-1,1
CSc1ccccc1C(=O)OCC(=O)N1CCN(C(C)=O)CC1,-2.1,-7,?,0.0,2,-2,8,103,-1,1

# Continued; the last 2 above are carried over.
SMILES,MC4R barr agon,HTR2A ag,Vif inh,aDG glyco act,PDI turbidity,CaV13 ICDI inh,Cardio protect,ABCB6 inh 2,MC4R antagonist,N-glyco inh
CCn1ncc(Br)c1C(=O)Nc1ccccc1C(=O)OC,0.1,2,-9,-0.2,-2,-6,1,100,-1,1
CSc1ccccc1C(=O)OCC(=O)N1CCN(C(C)=O)CC1,-2.1,-7,?,0.0,2,-2,8,103,-1,1
COc1ccc2nc3c(cc2c1)c(NC(=O)c1cccs1)nn3CC(C)C,-1.0,-2,-17,1.1,5,56*,4,104,0,2
Cc1ccc(-c2cc(NC(=O)c3ccccc3[N+](=O)[O-])n[nH]2)cc1,-0.2,-4,7,0.4,-5,-19,-4,100,7,6
CC1Cc2ccccc2N1C(=O)CN(C)CC(=O)Nc1ccc(F)cc1 (stereo not drawn),-1.0,0,-2,0.2,-14,-1,-1,105,-4,2
CN(C(=O)COC(=O)/C=C/c1cccs1)C1CCCCC1,-0.1,3,0,-0.2,4,-5,4,109,4,0
CSCCC(NC(=O)c1ccc(Cl)cc1)C(=O)NC(C)(C)C (stereo not drawn),-1.3,-2,-3,0.0,-7,-4,-1,103,8,1
Cc1nnc(SCC(=O)N(C)c2c(N)n(Cc3ccccc3)c(=O)[nH]c2=O)n1Cc1ccccc1,0.7,29*,-2,-0.4,5,-5,8,98,2,1
COc1ccccc1NS(=O)(=O)c1cc(C(=O)N2CCCCCC2)ccc1C,0.1,3,-1,0.1,5,-7,7,95,11,3
S=C(Nc1cccc(Cl)c1Cl)N1CCCC1,-4.4,-5,-8,-0.2,0,-6,0,93,-4,3
Cc1cccc(C(=O)Nc2nnc(SCC(=O)NC3CC3)s2)c1,0.1,5,-4,0.1,0,-2,-4,98,-7,-2
Cn1c(=O)c(-c2cccc(Cl)c2)c(O)c2ccccc21,0.0,8,-14,0.0,1,-21,-2,97,15,1

# One compound at a time, as listed above. Order of screens: MC4R barr agon	HTR2A ag	Vif inh	aDG glyco act	PDI turbidity	CaV13 ICDI inh	Cardio protect	ABCB6 inh 2	MC4R antagonist	N-glyco inh
# Results for `Cc1ccc(-c2cc(NC(=O)c3ccccc3[N+](=O)[O-])n[nH]2)cc1` : -0.2	-4	7	0.4	-5	-19	-4	100	7	6
# Results for `CCOC(=O)c1[nH]c(C)c(CN(CCc2ccc(OC)c(OC)c2)C(=O)CCCC(=O)O)c1C` : -0.8	-4	3	-0.5	6	-1	1	92	2	0
# Results for `Cc1nnc(SCC(=O)N(C)c2c(N)n(Cc3ccccc3)c(=O)[nH]c2=O)n1Cc1ccccc1` : 0.7	29*	-2	-0.4	5	-5	8	98	2	1
# Results for `Nn1cnnc1SCC(=O)Nc1ccc(C2CCCCC2)cc1` : 0.0	3	2	-0.1	-10	nt	-2	107	8	1
# Results for `Cc1ccc(CSc2nnc(-c3ccc(S(=O)(=O)N4CCCC4)cc3)o2)cc1` : -2.5	0	1	-0.2	7	-5	-9	75	1	-2

# Further results
SMILES,MC4R barr agon,HTR2A ag,Vif inh,aDG glyco act,PDI turbidity,CaV13 ICDI inh,Cardio protect,ABCB6 inh 2,MC4R antagonist,N-glyco inh
CCCN(Cc1nnc(-c2ccccc2Cl)o1)C(=O)c1cc(S(=O)(=O)N2CCOCC2)ccc1F,-1.9,-7,-3,0.2,3,-1,10,101,0,-1
Cc1ccc(CC2C(=O)N(c3nc(C)cc(C)n3)C(=O)C2C)cc1 (stereo not drawn),-1.6,-3,-1,-0.2,4,-6,0,98,18,1
COc1ccc(/C=N/OCC(=O)NC(c2ccccc2)c2ccccc2)cc1OC,-1.2,9,-13,2.2,-8,-3,-19,94,9,-1
COc1ccc(NC(=O)c2nc3nccc(C)n3n2)cc1S(=O)(=O)N1CCOCC1,-0.5,1,11,0.1,6,-4,-2,100,-5,0
CC1CCN(S(=O)(=O)c2cc(Cl)ccc2Br)CC1,-1.0,3,11,0.0,0,-5,-7,104,4,-1
COc1ccc(CNC(=O)CN(Cc2ccc(OC)cc2)C(=O)CCC(=O)Nc2nccs2)cc1,-0.3,2,-7,0.1,-10,-5,7,104,6,-1
C=CCNc1nc(N2CCCC2)nc2ccccc12,2.4,-3,-6,0.7,3,-6,-9,94,-2,0
CC[N+](CC)(CC)CCCCOc1ccc2c(c1)C(=O)c1cc(OCCCC[N+](CC)(CC)CC)ccc1-2,-0.4,2,4,-0.1,-2,14,-2,94,-35,1
CCOC(=O)c1ccc(NC(=O)CN2C(=O)C(C)SC(C)C2=O)cc1 (stereo not drawn),-2.0,0,-7,-0.1,-3,-7,-2,92,1,3
CC(C)(C)c1ccc(CC(=O)N2CCC2(C)C(=O)NS(=O)(=O)c2ccccc2C(F)(F)F)cc1 (stereo not drawn),-2.1,-5,20,0.1,2,-10,-2,86,7,-1
N#CC1=C(N)SC(N)=C(C#N)C1Cc1ccccc1,-0.1,0,15,-0.3,1,-7,-1,112,10,2
CC1=C(C)CC(C(=O)NCC(=O)c2ccccc2)C(C(=O)O)C1 (stereo not drawn),1.6,5,20,-0.1,-4,-5,1,101,0,-1
COc1cc(C(=O)NCC(=O)N/N=C/c2ccc(-c3cccc([N+](=O)[O-])c3)o2)cc(OC)c1OC,0.9,5,-9,0.1,0,-7,66*,95,12,2
COc1ccc(C(C)=O)cc1Cn1c(=O)cc(C)[nH]c1=O,0.9,2,-1,0.0,4,-4,7,96,30*,1
COc1ccc(-c2cc(=O)c3c(C)cc(O)cc3o2)cc1,0.9,13,-6,0.6,0,-6,-15,91,-25,-1
CCN1CCN(c2nnc(-c3ccc(F)cc3)c3ccccc23)CC1,-1.2,-7,0,0.1,0,-3,6,96,-7,-6
CCN(C(=O)CSc1nnnn1-c1ccccc1OC)C1CCS(=O)(=O)C1 (stereo not drawn),-1.2,0,17,0.1,2,-6,1,102,5,2
CN1CCN(CCNC(=O)c2cn(Cc3ccccc3F)nn2)CC1,-0.2,-1,7,-0.1,-5,-6,10,98,-6,1
O=C(NC(c1ccc(-c2ccccc2)cc1)c1cnccn1)C1CCN(Cc2ccc(Oc3ccccc3)cc2)CC1 (stereo not drawn),2.2,-8,5,2.1,0,-7,4,98,4,-6
S=C1NCCNC(=S)NCCOCCN1,-0.7,4,5,-0.2,6,3,0,102,5,4
CC1CCN(C(=O)COC(=O)c2c[nH]c3ccccc23)CC1,-0.3,8,-1,0.2,3,-3,-9,106,6,3
Cc1c(Cl)cccc1NC(=S)NC(=O)CCN1C(=O)c2ccccc2C1=O,-0.9,0,-2,-0.2,-7,-5,-7,106,5,-2
Cc1ccc(N(C(=O)c2csnn2)C(C(=O)NC(C)(C)C)c2ccncc2)cc1 (stereo not drawn),0.4,-5,-1,0.0,-4,-8,1,89,0,1
Cc1ccc(-c2n[nH]c(=S)n2Cc2ccccc2)cc1,-1.6,0,-1,-0.2,0,-9,-4,85,-5,-5
Clc1ccccc1Cn1c(/C=C/c2ccco2)nc2ccccc21,2.3,1,0,0.1,12,-6,-5,122,1,-2
Cn1c(CN2CCCC2)nc2cc(NS(=O)(=O)c3ccc(Cl)cc3)ccc21,0.5,-4,6,-0.3,-3,nt,-2,100,2,2
Cc1ccc2cc(CCNC(=O)C(C)C)c(=O)[nH]c2c1C,-1.1,16*,nt,-0.1,-4,-8,-4,100,6,2
COc1ccc(C2=NOC(C(=O)Nc3c(C)n(C)n(-c4ccccc4)c3=O)C2)cc1 (stereo not drawn),-0.8,-1,-4,0.2,-12,-6,-5,103,9,2
CCOCCCn1c(=S)[nH]c2cc(C(=O)NCCc3ccc(OC)c(OC)c3)ccc2c1=O,-0.3,1,0,-0.1,2,-6,-1,105,3,-2
Cc1ccc(-n2nc3c(c2NC(=O)CC(C)C)CS(=O)(=O)C3)c(C)c1,0.8,5,-4,0.1,-1,-3,8,95,-3,1
CC(C)Oc1ccc(C(CC(=O)O)NC(=O)CSc2ncn[nH]2)cc1 (stereo not drawn),-0.8,6,18,0.8,-5,-5,-2,103,3,-1
COc1ccc(CNCc2c(O)c(Cl)cc3c(C)c(C)c(=O)oc23)c(OC)c1,-0.7,-6,-6,0.1,-9,-14,2,97,13,2
CCN1CCN(C(=O)Cn2ncc3c2-c2ccccc2OC3)CC1,0.4,7,-3,-0.2,nt,-3,4,102,8,-3
O=C(Nc1ccc(-c2nnn(CC(=O)N3CCN(C(=O)c4ccco4)CC3)n2)cc1)c1ccc(F)cc1,1.9,-5,-9,0.0,6,-3,-4,93,0,-2
O=c1[nH]c(CSc2nnc(COc3ccccc3)n2-c2ccccc2)nc2ccccc12,-1.9,-5,-7,-0.4,6,nt,21,102,13,-1
COc1ccc(-n2nc(C(=O)NCC(=O)N3CCN(c4ccccc4OC)CC3)c3ccccc3c2=O)cc1OC,-2.5,0,-9,-0.2,-4,-7,32,98,17,3

# No enrichment for hits; overall some 3.6% were active at least once.
